Bioassay records (PubChem BioAssay)
DT40 TDP1 CPT: DT40-hTDP1 cell growth loss with CPT | chicken DT40 Tdp1-/-;hTDP1 cells + 20 nM CPT, ATP luminescence, 48 h | Potency, µM (top dose mostly 46.2 µM), without a hit: at the highest dose activity change, negative = growth inhibition, actives largely listed as inhibitors | 420,000 compounds, 12% hits | AID 686979; note: nearly all actives have a fitted effect of over 55% in size
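Cell growth measured by CellTiter-Glo luminescence after a minimum 48 h, 37 C compound exposure with 20 nM CPT in Tdp1-knockout DT40 cells stably expressing hTDP1, seeded 400/well; qHTS titration format.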
TDP1 cell noCPT: qHTS for Inhibitors of human tyrosyl-DNA phosphodiesterase 1 (TDP1): qHTS in cells in absence of CPT. Potency, µM (doses to about 46.2 µM), without a hit: top-dose activity change, negative = growth inhibition, actives largely listed as inhibitors. 420,000 compounds, 15% hits. AID 686978, 2013. DT40 Tdp1-/- hTDP1 cells, no CPT, ATP luminescence, 48 h; note: nearly all actives have a fitted effect of over 55% in size
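DT40 Tdp1-/-;hTDP1 cells, no CPT (DMSO vehicle only), 400 cells/well; compounds pin-transferred; ≥48 hr, 37 °C; CellTiter-Glo 30 min RT dark, luminescence read.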
KAT2A inh: GCN5L2 (KAT2A) acetyltransferase inhibition | Q92830 | GCN5L2 HAT assay, ThioGlo1 CoA-SH fluorescence | Potency, µM (top dose mostly 58.9 µM), for the others: at the top dose activity change, negative = inhibition, most hits filed as inhibitors | 390,000 compounds, 0.21% hits | AID 504327
Target sequence (Q92830 whole entry, looked up): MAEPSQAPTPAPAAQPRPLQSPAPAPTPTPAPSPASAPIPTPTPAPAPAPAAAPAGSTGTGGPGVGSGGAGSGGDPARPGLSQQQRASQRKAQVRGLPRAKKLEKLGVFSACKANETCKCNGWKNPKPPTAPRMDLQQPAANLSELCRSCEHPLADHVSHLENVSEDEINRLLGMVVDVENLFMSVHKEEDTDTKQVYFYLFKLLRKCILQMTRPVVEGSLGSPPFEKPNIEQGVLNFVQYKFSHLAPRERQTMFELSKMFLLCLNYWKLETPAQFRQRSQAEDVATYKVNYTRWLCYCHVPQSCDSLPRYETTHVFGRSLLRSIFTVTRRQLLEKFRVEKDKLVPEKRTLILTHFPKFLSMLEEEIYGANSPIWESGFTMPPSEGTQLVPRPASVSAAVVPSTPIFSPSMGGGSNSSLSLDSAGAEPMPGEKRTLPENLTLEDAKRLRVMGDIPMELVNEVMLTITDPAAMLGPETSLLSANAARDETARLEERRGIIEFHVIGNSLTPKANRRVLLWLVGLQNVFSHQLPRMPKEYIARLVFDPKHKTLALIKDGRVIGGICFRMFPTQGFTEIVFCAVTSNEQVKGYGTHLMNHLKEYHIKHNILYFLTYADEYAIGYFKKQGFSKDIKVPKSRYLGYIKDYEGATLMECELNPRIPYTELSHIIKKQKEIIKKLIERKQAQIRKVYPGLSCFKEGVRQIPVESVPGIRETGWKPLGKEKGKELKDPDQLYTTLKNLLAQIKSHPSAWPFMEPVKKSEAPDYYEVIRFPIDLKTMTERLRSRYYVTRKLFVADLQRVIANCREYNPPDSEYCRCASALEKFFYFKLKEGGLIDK
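Free CoA generated was detected with ThioGlo1 (50uM) fluorescence at Ex340nm/Em540nm, read immediately and after 20 min at room temperature. Enzyme, 20 nM in HEPES pH 7.5 buffer, saw compounds 15 min before adding 75uM H3(1-25) peptide and 70uM acetyl-CoA.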
Active calls of the source: *; ? = inconclusive; . = no result given; [ ] = dose if it differs, or a comment. Calls come from the whole dose curve; as a rule, active = well fitted curve in the direction sought with a large enough effect; inconclusive = small, poorly fitted or top-dose-only effect, or another doubt; inactive = no such curve, though single readings can be large; an effect the other way counts as inactive or inconclusive. % is set by controls: 0 for no effect and ±100 for the full control effect; potency is the fitted concentration of half-maximal effect. Some of the compounds tested; the hit share may differ from the screen's.

Structure | KAT2A inh | DT40 TDP1 CPT | TDP1 cell noCPT
COc1ccc(OC)c(CN2C(=O)CN(S(C)(=O)=O)CC2(C)C(=O)Nc2c(C)cccc2C)c1 (centres undefined) | . | 7% | -3%
Cc1cccc(NC(=O)CSc2ccc(-c3cccs3)nn2)c1C | -5% | 1% | -22%
CN1CCc2c(sc3nc(SCC(N)=O)n(-c4ccccc4)c(=O)c23)C1 | -8% | 3% | -21%
COc1ccccc1NC(=O)Cc1noc(CSc2cc(C)c3ccccc3n2)n1 | -3% | -9% | -29%
COc1cc(/C=C2/SC(=S)N(Cc3ccccc3)C2=O)cc(OC)c1O | -1% | ? | -28%
COc1cc(CCC(=O)OCC(=O)N(CCC#N)c2ccccc2)cc(OC)c1OC | 1% | 0% | -5%
CCC(CC)C(=O)Nc1cccc(C(=O)NCCc2ccccc2)c1 | -3% | 0% | ?
Cc1ccnc(NS(=O)(=O)c2ccc(NC(=O)c3cncc(Br)c3)cc2)n1 | 15% | -1% | ?
O=C(CSc1nc2ccccc2s1)Nc1cc(C(=O)O)cc(C(=O)O)c1 | 20µM* | -1% | 10%
Cc1ccc(NC(=O)N2CCc3cc(S(=O)(=O)N4CCC(C)CC4)ccc32)cc1F | 0% | ? | ?
CCOC(=O)c1ccc(CNCc2ccc(C)cc2)cc1 | 2% | -8% | -30%
C=C1CCC(=O)C(C)CCC2C1CC2(C)C (centres undefined) | -1% | 3% | -4%
CCN(CCCNC(=O)CC1Oc2ccc(C)cc2NC1=O)Cc1ccccc1 (centres undefined) | 1% | -21% | -19%
Cc1cc(=O)c2ccc(Cl)cc2[nH]1 | -10%[135 µM] | -9% | -21%
C[C@H](CO)N1C[C@H](C)[C@@H](CN(C)Cc2ccc(C(=O)O)cc2)Oc2c(NS(=O)(=O)c3cn(C)cn3)cccc2C1=O | -8% | 6% | -17%
CC(C)Cn1cnc2c(SCc3ccccc3F)nc(N)nc21 | . | ? | ?
Cn1cccc1/C=N/N1CCN(Cc2ccccc2)CC1 | -10% | -1% | -28%
Cc1cc(CN2CCCC(CNC(=O)c3ccc(F)cc3)C2)cc(C)c1O (centres undefined) | -1% | -10% | -19%
COC(=O)c1sccc1NC(=O)c1cc(-c2ccc(C)cc2)nc2ccccc12 | 1% | ? | -19%
COc1ccccc1N1CCN(C2CCCCC2NS(=O)(=O)c2ccc(Cl)cc2)CC1 (centres undefined) | -9% | 23µM* | 23µM*
CCOc1ccc(N2CC(C(=O)Nc3nnc(SCCOC)s3)CC2=O)cc1 (centres undefined) | -7% | -6% | -1%
CCc1ccc2oc(-c3cc(NC(=O)c4cc(OC)c(OC)c(OC)c4)ccc3O)nc2c1 | -27% | ? | ?
CC(=O)c1ccc(NC(=O)CSc2nc(-c3ccc(C)cc3)nc3c2c(=O)n(C)c(=O)n3C)cc1 | -23% | -7% | 11%
COC(=O)Cn1c(C)nc2c(sc3nc(C)cc(C)c32)c1=O | -4% | -7% | -25%
CCn1ccnc1CNCc1ccc(OCC(O)CN(C)Cc2ccccc2)cc1 (centres undefined) | -13% | 4% | 8%
Cc1onc(-c2ccccc2Cl)c1C(=O)NCc1ccc(N2CCCC2=O)cc1 | -5% | -9% | -30%
O=C(CSc1ncn[nH]1)c1ccco1 | -14% | -18% | -19%
CN(CC(=O)N1CCC(C(N)=O)CC1)S(=O)(=O)c1ccc2ccccc2c1 | -3% | 50%[activator] | -17%
CC(=O)CC(=O)Nc1ccc(Cl)cn1 | -5% | 36%[activator] | -2%
CCOC(=O)C(=O)Nc1cc(Cl)ccc1C | 0% | 2% | 6%

3 compounds from above, arranged by length of the SMILES, lowest first:
Structure | KAT2A inh | DT40 TDP1 CPT | TDP1 cell noCPT
CCOC(=O)C(=O)Nc1cc(Cl)ccc1C | 0% | 2% | 6%
CCOc1ccc(N2CC(C(=O)Nc3nnc(SCCOC)s3)CC2=O)cc1 (centres undefined) | -7% | -6% | -1%
COc1cc(CCC(=O)OCC(=O)N(CCC#N)c2ccccc2)cc(OC)c1OC | 1% | 0% | -5%

Continuation:
Structure | KAT2A inh | DT40 TDP1 CPT | TDP1 cell noCPT
CCOC(=O)Nc1ccc(C(=O)c2ccncc2)cc1 | -2% | ? | ?
O=C(Nc1ccccc1Cl)c1cc(=O)c2ccccc2o1 | -8% | -2% | ?
CN(C)S(=O)(=O)c1cccc(C(=O)Nc2cc(S(=O)(=O)N3CCOCC3)ccc2O)c1 | -3% | -3% | 6%
Cc1ccc(-c2nnn(Cc3nc4ccccc4s3)n2)cc1 | -4% | 2% | -5%
COc1ccc(/C=N/NC(=O)CN2CCSCC2)c(OC)c1 | -6% | 3% | ?
CCN(c1ccccc1)c1nnc(NC(=O)Nc2ccc(Br)cc2)s1 | -4% | 2.9µM* | 3.7µM*
COc1ccc(N2CC(NC(=O)NCCC(C)C)CC2=O)cc1 (centres undefined) | 13% | ? | -21%
C=C(C)c1cccc(C(C)(C)NC(=O)N2CCN(CC(N)=O)CC2)c1 | ? | 0% | -15%
Cc1ccccc1NC(=O)Cn1nnc2sc3c(c2c1=O)CC(C)(C)OC3 | -3% | -28% | -19%
COc1ccc(N(C(=O)Cn2nnc(-c3ccc(F)cc3)n2)C(C)C(=O)NC2CCCC2)cc1 (centres undefined) | -9% | ? | ?
COc1ccc(C2SCC(=O)N2CC23CC4CC(CC(C4)C2)C3)cc1 (centres undefined) | 2% | ? | -24%
COc1ccc(OCC(O)CN2CCN(CC(O)COc3ccc(OC)cc3)CC2)cc1 (centres undefined) | -5% | -8% | 4%
COc1ccc(/C=N/NC(=O)Cn2nnc3ccccc32)cc1OC | -8% | -3% | -12%
O=S(CCc1ccncc1)Cc1ccccc1 (centres undefined) | 1% | -14% | -15%
NC(=O)c1cccc(-c2ccnc3c2CC(C(=O)NCCc2ccccc2)O3)c1 (centres undefined) | . | 15µM* | 23µM*
CC(=O)Nc1ccc(Nc2cc(C)nc3ccccc23)cc1 | . | 18% | -6%
CCOc1ccc(/C=C(\C)C(=O)c2c(C)cc(C)[nH]c2=O)cc1 | -11% | -4% | 3%
CCn1c2ccccc2c2nnc(SCC(=O)Nc3ccc4c(c3)OCO4)nc21 | -5% | ? | ?
O=C(COC(=O)c1ccccn1)Nc1ccc(S(=O)(=O)N2CCOCC2)cc1 | ? | -4% | -7%
COC(=O)CCC(C)C1CCC2C3CCC4CC(O)CCC4(C)C3CC(O)C12C (centres undefined) | . | 13µM* | 21µM*
CCN1C2=NCCCN2c2ccccc21 | -2% | -5% | -18%
C=CC(COCc1ccccc1)N(Cc1ccc(OC)cc1)S(=O)(=O)c1ccccc1Br (centres undefined) | -13% | ? | ?
Cc1ccc(OCC(=O)N/N=C/c2ccncc2)cc1C | -3% | 2% | -13%
COc1cccc(NC(=O)CN(C)C(C)C(=O)Nc2cc([N+](=O)[O-])ccc2Cl)c1 (centres undefined) | -8% | -7% | -22%
CC(NC(=S)NCCN1CCOCC1)C12CC3CC(CC(C3)C1)C2 (centres undefined) | -2% | ? | ?
Cc1ccc(-c2ccc(=O)n(CC(=O)NCCN(C)C)n2)cc1 | -28% | -19% | -3%
COc1c2ccoc2nc2c(OC)c(OC[C@@H](O)C(C)(C)O)ccc12 | ? | 3% | ?
CCOc1ccccc1NC(=O)N1CCc2c(sc3c2CCCC3)C1c1ccccc1 (centres undefined) | -5% | ? | 23µM*
Cc1ccccc1CN(c1ccc(C(=O)NCCC2=CCCCC2)cc1)S(C)(=O)=O | -6% | ? | ?
O=C(NCCO)c1cccc2c1C(=O)c1ccccc1-2 | -4% | -25% | ?

4 entries from above, with two lines to a compound:
Screens in order: KAT2A inh | DT40 TDP1 CPT | TDP1 cell noCPT
- O=S(CCc1ccncc1)Cc1ccccc1 (centres undefined)
  1% | -14% | -15%
- NC(=O)c1cccc(-c2ccnc3c2CC(C(=O)NCCc2ccccc2)O3)c1 (centres undefined)
  . | 15µM* | 23µM*
- CC(=O)Nc1ccc(Nc2cc(C)nc3ccccc23)cc1
  . | 18% | -6%
- CCOc1ccc(/C=C(\C)C(=O)c2c(C)cc(C)[nH]c2=O)cc1
  -11% | -4% | 3%

More structures:
Structure | KAT2A inh | DT40 TDP1 CPT | TDP1 cell noCPT
O=C(NCCCNC(=O)c1ccccn1)c1ccc(F)cc1 | -3% | -21% | -2%
COc1cc(/C=N/n2c(C)nc3ccccc3c2=O)cc(OC)c1O | -5% | -16% | -24%
C=C1C2CC[C@@]3(C)C(c4ccoc4)OC(=O)C[C@@]13OC1CC(=O)C(C)(C)C(CC(=O)OC)[C@]12C (some centres undefined) | -3% | 0% | -12%
COc1ccc(CNS(=O)(=O)c2cnc(N)nc2)cc1 | -1% | -3% | -8%
Cc1ccccc1NC(=O)Cc1nc(CCl)cs1 | -4% | ? | -30%
O=C(O)c1cccc(CSc2nnc(-c3ccc(Cl)cc3)o2)c1 | -8% | 15% | -16%
CCN1C/C(=N\S(=O)(=O)/N=C2\CN(CC)C(=O)N2CC)N(CC)C1=O | -2% | -7% | 15%
Cc1ccccc1NC(=O)C(C)OC(=O)C1CCCO1 (centres undefined) | . | -3% | 5%
COc1cc(C(=O)NCc2ccc3c(c2)OCO3)ccc1OCc1c(C)noc1C | -6% | -20% | -29%
CCCCOC(=O)Nc1ccc(C(=O)OC)cc1 | -3% | -9% | -21%
CC1CCCN(S(=O)(=O)c2ccc3c(c2)OCCO3)C1 (centres undefined) | . | -13% | ?
CNc1ncnc2ccc(-c3ccccc3C#N)cc12 | -8% | ? | -4%
Cc1ccc2c(c1)N(CCC(=O)NCCCN1CCCC1)C(=O)C(C)O2 (centres undefined) | -1% | -1% | 1%
CC(C)c1cc(C(=O)NCc2ccc(F)cc2)c(N)s1 | . | ? | ?
Cc1nc2ccccn2c1C(=O)NC1CCCc2ccccc21 (centres undefined) | 5% | 7.3µM* | 7.3µM*
O=C(CCCC(=O)OCC(=O)NC1CCCC1)Nc1ccccn1 | -1% | 7% | -3%
COc1cc(NS(=O)(=O)c2c(C)[nH]c(C)c2C(=O)N2CCCCC2)cc(OC)c1OC | -1% | -13% | -3%
Cc1cc(C)c(S(=O)(=O)NCc2cn3ccccc3n2)c(C)c1 | -7% | 1% | -9%
COc1ccc(/C(O)=C2\C(=O)C(=O)N(CCN(C)C)C2c2cccc(OC)c2OC)cc1Cl (centres undefined) | -5% | 0% | 1%
NCCNc1ccc([N+](=O)[O-])c(Sc2nc3ccccc3[nH]2)c1 | -7% | ? | 16µM*
O=C(NCC(=O)N(c1cccnc1)C(C(=O)NC1CCCC1)c1ccccc1)c1ccco1 (centres undefined) | 2% | 8% | -13%
Cc1ccc(C(=O)N2CCN(c3cc(=O)[nH]nc3-c3ccccc3)CC2)cc1 | -1% | 3% | -10%
O=C1CSC(c2ccccc2F)N1 (centres undefined) | 0% | 0% | -13%
Cc1cc(C)n2nc(SCc3ccccc3C(=O)O)nc2n1 | 3% | -2% | 21%
CCC(C(=O)Nc1cccc(OC)c1)n1nc(C)c2c(C)n(-c3ccccc3)nc2c1=O (centres undefined) | -6% | -15% | 5%
CCOc1ccc(C(=O)N2CCN(c3ccccc3)CC2)cc1OCC | -13% | ? | ?
COc1cc(C(=O)NC(C)Cc2ccccn2)ccc1OC1CCN(C(C)=O)CC1 (centres undefined) | 0% | 4% | 12%
C/C=C/c1ccc(OCC(O)CNCCc2ccc(OC)cc2)c(OC)c1 (centres undefined) | -20% | ? | ?
C=CCN(c1ccc(F)cc1)S(=O)(=O)c1cc(C(=O)NC2CC2)ccc1Cl | . | 21µM* | 21µM*
O=C(O)c1ccc(N=NN2CCCCCC2)cc1 | -4% | -11% | -19%

Structure | KAT2A inh | DT40 TDP1 CPT | TDP1 cell noCPT
CC(NC(=O)C12CC3CC(C)(CC(C)(C3)C1)C2)c1ccncc1 (centres undefined) | 1% | 0% | -12%
O=C(Nc1ccc2nc(SCC(=O)N3CCCc4ccccc43)sc2c1)c1ccccc1 | -14% | 21µM* | 18µM*
Nc1c(N(CCO)C(=O)C2CCCC2)c(=O)[nH]c(=O)n1Cc1ccccc1 | -4% | -11% | -5%
CC(C)CN(C(=O)CCc1ccccc1)c1c(N)n(CC(C)C)c(=O)[nH]c1=O | -9% | -9% | -21%
Cc1noc(C)c1NC(=O)Nc1ccc2c(c1)C(=O)N([C@H](C)CO)C[C@H](C)[C@@H](CN(C)S(=O)(=O)c1ccc(Cl)cc1)OCCCC[C@@H](C)O2 | . | ? | ?
CCCC(NC(=O)c1c(C)noc1C)C12CC3CC(CC(C3)C1)C2 (centres undefined) | -3% | -15% | -9%
